H1N1 NS1A inhibition: H1N1 influenza NS1A inhibitors, functional cell based assay (AID 504329); NS1A functional cell-based assay, percent inhibition; higher % means a stronger effect; one-dose inhibition, % at 12.5 µM; IC50 in µM for titrated hits; 340,000 compounds, 0.3% hits; in the data active = a potency from the dose series; inconclusive = inhibition above about 27% without an active follow-up result; also: strong numbers were not always called active
M. tuberculosis: growth inhibition of non-replicating M. tuberculosis (AID 488890); 320,000 compounds, 0.39% hits; inhibition, % at 25 µM; hits with a dose series show IC50 in µM; Mycobacterium tuberculosis non-replicating, growth inhibition; higher % means a stronger effect; in the data active = a potency from the dose series; inconclusive = inhibition mostly from about 82% at the one dose, without a potency; inactive = the rest, 99 in 100 with inhibition below about 76%;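 also: plate controls were DMSO cells for no effect and high antibiotic wells for full effect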
Salmonella PhoP GFP: PhoP regulon inhibitors, Salmonella typhi PhoP promoter GFP reporter, confirmatory (AID 1850). one-dose inhibition, % at 50 µM; IC50 in µM for titrated hits. 310,000 compounds, 0.33% hits. Salmonella Typhi PhoP-promoter GFP reporter, fluorescence, 4 h; higher % means a stronger effect; in the data active = a potency from the dose series; inconclusive = inhibition mostly from about 25% at the one dose, without a potency; inactive = the rest, 99 in 100 with inhibition below about 19%;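 also: 0% = induced wells with vehicle and 100% = uninduced wells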
M. tuberculosis HTS: M. tuberculosis growth inhibition, HTS (AID 449762); inhibition, % at 25 µM; hits with a dose series show IC50 in µM; M. tuberculosis H37Rv growth inhibition, 7H9 media; higher % means a stronger effect; 330,000 compounds, 0.59% hits; in the data active = a potency from the dose series; inconclusive = inhibition above about 70% without an active follow-up result;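 also: bacterial growth assessed after seven days of incubation; strong numbers were not always called active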
inhibitors of VEEV: inhibitors of VEEV TC-83 cytopathic effect, confirmation, Vero cells (AID 588727). Vero cells, VEEV TC-83 cytopathic effect inhibition; higher % means a stronger effect. one-dose inhibition, % at 20 µM; IC50 in µM for titrated hits. 350,000 compounds, 0.13% hits; in the data active = a potency from the dose series; inconclusive = inhibition mostly from about 14% at the one dose, without a potency; inactive = the rest, 99 in 100 with inhibition below about 12%; also: strong numbers were not always called active
inhibitors of VEEV 10K pilot screen: second read-out of inhibitors of VEEV, no call of its own (marks repeat the call); inhibition, %; measured here: 10K pilot screen inhibition
* = called active by the depositor; i = inactive; ? = inconclusive; · = not tested or not shown.

SMILES	H1N1 NS1A inhibition	M. tuberculosis	Salmonella PhoP GFP	M. tuberculosis HTS	inhibitors of VEEV	others
CCc1cc2c(=O)c(-c3nc4ccccc4n3C)coc2c(CN2CCCCC2)c1O	-1%	·	·	·	1.1%
COc1ccc(-n2nc3c(c2NC(=O)c2c(F)cccc2Cl)CS(=O)C3)cc1 (stereo not given)	36%	·	-6%	-12%	0.9%
Nc1cc(=O)[nH]c(SCC(=O)Nc2ccc(Oc3ccccc3)cc2)n1	11%	25%	3%	49%	i
CC(O)[C@H]1CN=C(N)N1CC(C)(C)C (stereo not given in full)	8%	-11%	-13%	-4%	i
COC(=O)C(C)Sc1ccc2nnc(CCNS(=O)(=O)c3ccc(C)cc3)n2n1 (stereo not given)	-2%	4%	-5%	-2%	1.1%
O=C(Nc1ccc(F)cc1F)c1ccc2c(c1)OCCO2	9%	4%	8%	-3%	0.9%
COc1ccc(-c2nnc(NC(=O)CSc3ccc(Cl)cc3)s2)cc1OC	-4%	-4%	5%	2%	i
Cc1cccc(-c2nc(CN3CCN(Cc4cccc(F)c4)CC3)c(C)o2)c1	1%	7%	-3%	3%	i
Nc1nc(SCC(=O)Nc2ccccc2Sc2ccc(Cl)cc2)n[nH]1	-8%	19%	5%	7%	3.7%
Cc1ccc(C(=O)OCC(=O)NCc2ccco2)s1	1%	65%	-5%	-10%	i
CC(C)Oc1ccc(CN2CCCC(CO)(Cc3ccccc3)C2)cc1CO (stereo not given)	4%	2%	0%	0%	0.3%
COC(=O)C1=C2SC(C)C(=O)N2C(N)=C(C#N)C1c1cc(OC)c(OC)c(OC)c1 (stereo not given)	-18%	-16%	-9%	-8%	1.4%
Cc1ccc(S(=O)(=O)NC(=O)Nc2c(C)cccc2C)cc1	-9%	-2%	6%	-1%	1.5%
COc1cc(CN2CCCC(CCC(=O)NCc3ccc(C)o3)C2)cc2c1OCO2 (stereo not given)	-4%	-7%	-4%	0%	0.9%
CCCn1c(N)c(C(=O)CSc2nnc3ccccn23)c(=O)n(C)c1=O	-1%	·	·	·	10%
Nc1nc2ccc(C(=O)Nc3ccccc3)cc2s1	-18%	0%	-9%	-9%	11%
COC(=O)c1cc2c(cc1NC(=O)CSCCc1ccccn1)OCO2	-1%	-11%	10%	5%	6.8%
CCc1nnc(NC(=O)CSc2nnc(-c3ccoc3C)n2-c2cccc(C)c2)s1	8%	42%	2%	2%	0.4%
Cc1ccc(C2CC(=O)C(C=NCCN3CCN(C(=S)Nc4ccccc4)CC3)=C(O)C2)cc1 (stereo not given)	1%	3%	-11%	9%	0.4%
C=CCn1c(=O)c2c(nc3n2CCCN3CCc2ccc(OC)c(OC)c2)n(C)c1=O	-7%	55%	3%	7%	2.4%
O=Cc1c[nH]c2ccc(S(=O)(=O)N3CCOCC3)cc12	-4%	0%	3%	-2%	0.2%
CCOc1ccccc1NC(=O)c1ccc(S(=O)(=O)N2CCOCC2)cc1	-18%	0%	-10%	6%	2.4%
CCc1ccc(N2CC(C(=O)N3CCN(c4ccccn4)CC3)CC2=O)cc1 (stereo not given)	13%	13%	-8%	8%	0.2%
COC1CCCCC1NS(=O)(=O)c1ccc(Cl)cc1 (stereo not given)	4%	·	9%	-13%	4.0%
COc1ccc(C=O)cc1COc1ccccc1F	-16%	15%	9%	4%	i
COc1ccc(CNC(=O)COC(=O)CN2C(=O)C3CC=CCC3C2=O)cc1 (stereo not given)	3%	-2%	·	7%	0.6%
COc1cccc2[nH]c(C(=O)NCCc3ccccc3)cc12	0%	18%	7%	11%	1.3%
CCOCc1c(C(=O)N2CCN(CC(=O)Nc3ccc(F)cc3)CC2)oc2ccccc12	-2%	·	·	·	11%
CCCCn1c(N)c(N(CCC(C)C)C(=O)CC2CCCCC2)c(=O)[nH]c1=O	-1%	6%	-3%	0%	1.9%
COc1cccc(CN2CCNC(=O)C2CC(=O)N(C)C2CCOCC2)c1 (stereo not given)	8%	-7%	-28%	9%	i
O=S(=O)(c1ccc(Cl)s1)N1CCN(C/C=C/c2ccccc2)CC1	-17%	23%	-1%	1%	6.9%
O=C(CCCN1C(=O)/C(=C/c2ccccc2Cl)SC1=S)NNC(=O)c1ccccc1	1%	-5%	-15%	1%	4.0%
CN(C)C(=O)N1CCN(C(=O)N2CCOCC2)CC1	16%	-22%	-9%	3%	0.5%
CC(=O)N1CCCc2cc(S(=O)(=O)N3CCCC(C(=O)Nc4cccc(F)c4)C3)ccc21 (stereo not given)	-2%	13%	-2%	-4%	1.0%
Cc1ccc(S(=O)(=O)N2CCC(=O)N(C(COCc3cccc(C)c3)Cc3ccccc3)CC2)cc1 (stereo not given)	10%	21%	-2%	-2%	6.1%
Cc1ccc(NC(=O)CN2C(=O)C(=O)N(C3CCCC3)C2=O)c(Cl)c1	0%	3%	·	4%	9.5%
O=C(NCN1CCN(CCO)CC1)c1cnccn1	5%	-10%	-1%	-11%	1.7%
O=C(COc1ccccc1)Nc1ccc(Cl)c(-c2nc3ncccc3o2)c1	14%	1%	6%	9%	3.6%
O=C(CN1C(=O)NC2(CCCC2)C1=O)NCc1ccc(Cl)cc1	-6%	3%	·	-3%	0.8%
CC(C)COC(=O)c1ccc(N2C(=O)c3ccccc3C2=O)cc1	-18%	3%	-4%	-3%	1.5%
O=C(CN1CCN(C(=O)c2ccccc2)CC1)NC(=O)NCCC1=CCCCC1	4%	17%	·	-6%	i
O=S(=O)(c1ccc(Br)s1)N1CCN(c2ccnc3cc(Cl)ccc23)CC1	·	27%	-1%	14%	4.3%
CCOCC(=O)Nc1cccc(SC)c1	5%	36%	-8%	67%	3.5%
CCOc1ccc(NC(=O)c2c(NC(=O)CNCCN3CCOCC3)sc3c2CCC3)cc1	4%	?	9%	?	6.3%
CCOc1ccc(C(=O)Nc2ccc(N3CCN(S(C)(=O)=O)CC3)cc2)cc1[N+](=O)[O-]	-11%	3%	-10%	5%	i
COC(=O)C1C/C(=N\NS(=O)(=O)c2ccc(C)cc2)c2ccsc2C1 (stereo not given)	1%	-2%	-3%	3%	1.0%
COc1ccc(C(=O)Nc2ccccc2C(=O)NCc2ccco2)cc1	4%	6%	8%	-1%	3.9%
C/C=N/NC(=O)CCCC(=O)N/N=C/C	-16%	15%	-8%	1%	0.0%
O=C(NCc1cccnc1)/C(=C/c1ccc(-c2cccc(Cl)c2)o1)S(=O)(=O)c1ccccc1	-12%	79%	-1%	1%	9.7%
Cc1nc2c(-c3ccc(F)cc3)c(C)nn2c(C)c1CCC(=O)N1CCN(c2ccccc2)CC1	-5%	11%	-13%	-24%	5.8%
COCC1CCN(C(=O)CCc2nnc(CCCCc3ccccc3)o2)CC1	-124%	39%	-5%	0%	1.8%
N#Cc1cc([N+](=O)[O-])ccc1NC(=O)COC(=O)CC1CCCC1	·	69%	1%	-2%	·
CC(=O)c1sc(NC(C)c2ccccc2)nc1C (stereo not given)	-7%	10%	3%	4%	3.1%
COc1ccc(C2/C=C\CC(NS(=O)(=O)c3ccc(C)cc3)CC(=O)N2Cc2ccccc2F)cc1 (stereo not given)	-4%	·	·	·	2.1%
Cc1cc(C)c2nc(C(F)(F)F)nc(N3CCN(C(=O)c4ccco4)CC3)c2c1	14%	4%	-5%	-3%	9.0%
COc1ccc(CCNC(=O)c2nnn(-c3ccccc3OC)c2N)cc1OC	-3%	19%	-1%	1%	7.7%
Cc1ccccc1Cn1cc(NC(=O)c2cc(C3CC3)on2)cn1	-20%	15%	9%	-3%	4.6%
CC(=O)c1c(O)cc(C)n(Cc2ccccc2)c1=O	10%	6%	-9%	-2%	4.7%
Nc1ccccc1Nc1c(F)c(F)nc(F)c1Cl	-10%	-9%	-9%	2%	0.5%
Cc1c(N=Nc2c(-c3ccc([N+](=O)[O-])cc3)[nH]n(C(N)=S)c2=O)cccc1[N+](=O)[O-]	9%	·	·	·	12%

At a glance, some entries already given:
SMILES	H1N1 NS1A inhibition	M. tuberculosis	Salmonella PhoP GFP	M. tuberculosis HTS	inhibitors of VEEV	others
CCOc1ccc(NC(=O)c2c(NC(=O)CNCCN3CCOCC3)sc3c2CCC3)cc1	4%	?	9%	?	6.3%
CCOc1ccc(C(=O)Nc2ccc(N3CCN(S(C)(=O)=O)CC3)cc2)cc1[N+](=O)[O-]	-11%	3%	-10%	5%	i
COC(=O)C1C/C(=N\NS(=O)(=O)c2ccc(C)cc2)c2ccsc2C1 (stereo not given)	1%	-2%	-3%	3%	1.0%
COc1ccc(C(=O)Nc2ccccc2C(=O)NCc2ccco2)cc1	4%	6%	8%	-1%	3.9%
C/C=N/NC(=O)CCCC(=O)N/N=C/C	-16%	15%	-8%	1%	0.0%
O=C(NCc1cccnc1)/C(=C/c1ccc(-c2cccc(Cl)c2)o1)S(=O)(=O)c1ccccc1	-12%	79%	-1%	1%	9.7%
Cc1nc2c(-c3ccc(F)cc3)c(C)nn2c(C)c1CCC(=O)N1CCN(c2ccccc2)CC1	-5%	11%	-13%	-24%	5.8%
COCC1CCN(C(=O)CCc2nnc(CCCCc3ccccc3)o2)CC1	-124%	39%	-5%	0%	1.8%
N#Cc1cc([N+](=O)[O-])ccc1NC(=O)COC(=O)CC1CCCC1	·	69%	1%	-2%	·
CC(=O)c1sc(NC(C)c2ccccc2)nc1C (stereo not given)	-7%	10%	3%	4%	3.1%
COc1ccc(C2/C=C\CC(NS(=O)(=O)c3ccc(C)cc3)CC(=O)N2Cc2ccccc2F)cc1 (stereo not given)	-4%	·	·	·	2.1%
Cc1cc(C)c2nc(C(F)(F)F)nc(N3CCN(C(=O)c4ccco4)CC3)c2c1	14%	4%	-5%	-3%	9.0%
COc1ccc(CCNC(=O)c2nnn(-c3ccccc3OC)c2N)cc1OC	-3%	19%	-1%	1%	7.7%
Cc1ccccc1Cn1cc(NC(=O)c2cc(C3CC3)on2)cn1	-20%	15%	9%	-3%	4.6%
CC(=O)c1c(O)cc(C)n(Cc2ccccc2)c1=O	10%	6%	-9%	-2%	4.7%
Nc1ccccc1Nc1c(F)c(F)nc(F)c1Cl	-10%	-9%	-9%	2%	0.5%

Returning to the listing, repeating the two entries before the break.
SMILES	H1N1 NS1A inhibition	M. tuberculosis	Salmonella PhoP GFP	M. tuberculosis HTS	inhibitors of VEEV	others
Nc1ccccc1Nc1c(F)c(F)nc(F)c1Cl	-10%	-9%	-9%	2%	0.5%
Cc1c(N=Nc2c(-c3ccc([N+](=O)[O-])cc3)[nH]n(C(N)=S)c2=O)cccc1[N+](=O)[O-]	9%	·	·	·	12%
COc1ccc(-c2nnc(SCC(=O)Nc3cccnc3Cl)n2C)cc1	-2%	14%	6%	-2%	i
CC1CN=C(NCCc2ccccc2)S1 (stereo not given)	5%	4%	-8%	6%	1.4%
CC(C)Oc1ccc(/C(O)=C2/C(=O)C(=O)N(CCN3CCNCC3)C2c2ccc(C(C)C)cc2)cc1 (stereo not given)	-10%	13%	-6%	-16%	0.5%
O=C(Nc1cccc(O)c1)c1ccc(Br)c(S(=O)(=O)N2CCCCC2)c1	10%	-9%	-3%	-4%	0.8%
COc1ccc(-c2cn3c(C)c(C(=O)NCCN4CCOCC4)sc3n2)cc1	-9%	8%	-2%	-22%	3.3%
COCCCNC(=O)c1cccc(OC)c1OC	6%	-8%	-6%	0%	0.6%
CC(C)c1ccccc1NC(=O)c1ccc2ncsc2c1	4%	6%	8%	7%	2.0%
Cn1nc(-c2ccccc2)c(C(=O)Nc2ccc(C(F)(F)F)cc2)c1Cl	3%	-30%	-8%	-2%	i
O=C(CCN1CCCO1)N1CCCC(N2CCN(c3ccccc3F)CC2)C1 (stereo not given)	3%	-4%	-8%	-1%	1.9%
Cc1cc(C)n(-c2c(F)c(F)c(COC(=O)c3ccccc3)c(F)c2F)n1	-24%	43%	7%	7%	0.8%
Cc1cc(Nc2ccc(Cl)cc2)n(-c2ccccc2)n1	-8%	38%	2%	12%	6.2%
Cc1ccc(/C=N/NC(=O)c2ccncc2)o1	-6%	2.1µM*	-5%	?	2.2%
CC(=O)N1[C@H](Cc2ccccc2)C=C[C@]1(C)C(=O)NCc1ccccn1	5%	7%	-1%	-2%	0.8%	inhibitors of VEEV 10K pilot screen=0.6
N#CCN(N=Nc1ccccc1)c1ccccc1	4%	70%	8%	?	0.9%
CC(C)CC(OC(=O)c1ccco1)C(=O)NCC1CCCO1 (stereo not given)	12%	-3%	-1%	4%	0.8%
O=[N+]([O-])/C=C/c1ccc2c(ccn2Cc2ccccc2)c1	13%	?	-7%	?	?
CC(Oc1ccccc1)C(=O)NNS(=O)(=O)c1ccc([N+](=O)[O-])cc1 (stereo not given)	-8%	30%	5%	5%	i
Cc1cccc(OCC(=O)N/N=C/c2ccc(N(C)C)cc2)c1	-4%	10%	5%	1%	1.6%	inhibitors of VEEV 10K pilot screen=0.7

High-throughput results (PubChem)
